NR2F2 inh: NR2F2 transcriptional activity inhibitors, primary screen, cell-based, luciferase reporter, HEK293T, luminescence; HEK293T NGFI-A luciferase reporter; inhibition, % at 8.6 µM; 0.7% of 370,000 active; AID 686940, 2013;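 active = inhibition above a per-plate cutoff, mean inhibition of test wells between control levels plus 3 SD, cut at about 38% in these data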;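 note: cells cotransfected with COUP-TFII expression vector driving the NGFI-A reporter; 0% = median of COUP-TF2 test wells and 100% = reporter-only cells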
Target sequence (P24468 whole entry, looked up): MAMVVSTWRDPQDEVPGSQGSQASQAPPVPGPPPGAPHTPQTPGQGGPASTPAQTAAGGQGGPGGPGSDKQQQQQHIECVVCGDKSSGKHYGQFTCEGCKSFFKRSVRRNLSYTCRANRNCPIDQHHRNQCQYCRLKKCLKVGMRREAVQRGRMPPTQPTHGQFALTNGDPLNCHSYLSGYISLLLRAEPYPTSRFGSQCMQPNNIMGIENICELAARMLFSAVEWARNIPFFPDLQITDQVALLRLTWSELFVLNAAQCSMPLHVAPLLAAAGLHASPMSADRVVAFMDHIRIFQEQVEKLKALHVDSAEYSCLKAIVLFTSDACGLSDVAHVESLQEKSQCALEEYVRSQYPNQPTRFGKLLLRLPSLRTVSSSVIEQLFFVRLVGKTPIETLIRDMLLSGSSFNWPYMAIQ
NCOA3 inh: SRC3 coactivator transcriptional activity inhibitors, primary screen, cell-based, luminescence. HEK293 GAL4-SRC3 luciferase reporter. inhibition, % at 3.6 µM. 0.17% of 360,000 active. AID 588352, 2011;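 active = inhibition above a per-campaign cutoff, the mean of all compounds plus 3 SD, cut at about 60% in these data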;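 note: 0% = DMSO-treated cells and 100% = gossypol-treated cells at 36 µM; higher means less SRC3-driven luciferase light from the GAL4 reporter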
LMP1 NFkB inh: EBV LMP1-driven NF-kappaB luciferase reporter inhibitors, primary screen, cell-based, luminescence, single point | LMP1-induced NF-kappaB luciferase reporter cells | inhibition, % at 12.5 µM | 0.69% of 350,000 active | AID 504558, 2011; in the data active = inhibition above about 41%;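 note: 0% = neutral control wells and 100% = reference inhibitor control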
NR5A2 inv ag: LRH-1 (NR5A2) inverse agonists, primary screen, cell-based, luminescence, HEK293T, StAR-luciferase reporter; LRH-1 transfected, 24 h; Nuclear receptor subfamily 5 group A member 2 (Homo sapiens), O00482; 0.13% of 360,000 active; inhibition, % at 3.6 µM; AID 602396, 2012;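 active = inhibition above the mean inhibition of all tested compounds plus 3 SD, cut at about 73% in these data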;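 note: 0% = DMSO wells and 100% = reporter-only cells lacking LRH-1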
Target sequence (O00482 whole entry, looked up): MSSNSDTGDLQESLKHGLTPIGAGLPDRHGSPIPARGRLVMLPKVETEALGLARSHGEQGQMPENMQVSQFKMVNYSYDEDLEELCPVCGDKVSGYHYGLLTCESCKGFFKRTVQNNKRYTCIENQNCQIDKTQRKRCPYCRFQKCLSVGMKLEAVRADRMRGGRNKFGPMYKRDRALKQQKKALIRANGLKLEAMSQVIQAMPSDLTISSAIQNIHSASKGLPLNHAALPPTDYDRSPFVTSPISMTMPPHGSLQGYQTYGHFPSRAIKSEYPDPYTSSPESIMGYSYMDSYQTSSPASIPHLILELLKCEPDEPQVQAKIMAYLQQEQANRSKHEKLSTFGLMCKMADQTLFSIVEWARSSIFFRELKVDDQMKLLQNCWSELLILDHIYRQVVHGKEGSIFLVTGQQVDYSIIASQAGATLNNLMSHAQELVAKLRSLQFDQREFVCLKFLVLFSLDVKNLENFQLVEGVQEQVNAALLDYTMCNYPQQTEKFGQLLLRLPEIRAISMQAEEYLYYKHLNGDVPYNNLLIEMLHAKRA
SRC1 inh: SRC1 coactivator transcriptional activity inhibitors, primary screen, cell-based, luminescence | 0.12% of 360,000 active | HEK293 GAL4-SRC1 luciferase reporter | inhibition, % at 3.6 µM;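 active = inhibition above the campaign mean plus 3 SD, with each screening campaign given its own cutoff, cut at about 60% in these data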;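 note: 0% = DMSO treated cells and 100% = gossypol at 36 µM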
TLR9-MyD88 block: inhibitors of TLR9-MyD88 association in cells, primary screen, cell-based, CHO, BLA complementation, fluorescence; 0.21% of 340,000 active; Toll-like receptor 9 (Homo sapiens) + Myeloid differentiation primary response protein …; CCF4 FRET ratio; inhibition, % at 4.98 µM;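 active = inhibition above the mean over all tested compounds plus 3 SD, cut at about 21% in these data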;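 note: 0% = DMSO only wells and 100% = clavulanate BLA inhibitor control wells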
NOD2 RIPK2 PPI: NOD2-RIPK2 binding disruptors in cells, primary screen, fluorescence, CHO cells, BLA complementation | inhibition, % at 4.98 µM | CCF4 ratio | 0.38% of 360,000 active | Receptor-interacting serine/threonine-protein kinase 2 (Homo sapiens), O43353; in the data active = inhibition above about 21%;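 note: 0% = vehicle only and 100% = reference blocker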
Vif inh: HIV Vif self-association inhibitors, primary screen, imaging, HEK293T, single point. 0.35% of 340,000 active. HEK293T cells, Vif self-association by quenched fluorescence, 24 h. inhibition, % at 7.49 µM. AID 602346, 2012; in the data active = inhibition above about 50%, passing the limit was not always enough; note: some results filed as inactive read as strong as hits
TROY NFkB inh: inhibitors of TROY-driven NF-kB signaling, primary screen, Q293 LMP1-TROYcd cells, NF-kB luciferase, uHTS. inhibition, % at 10 µM. Q293 LMP1-TROYcd NF-kB luciferase reporter, 4 h. AID 1347056, 2019. 0.98% of 360,000 active;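 active = compounds whose plate-normalised and pattern-corrected inhibition of the luciferase reporter signal at the single screening dose is 50% or more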
NCOA2 inhibitor: inhibition of GAL4-SRC2 driven luciferase reporter, primary screen, SRC2 inhibitor project, cell-based, luminescence; HEK293 GAL4-SRC2 luciferase reporter; 0.17% of 370,000 active; inhibition, % at 9 µM;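 active = inhibition above the mean inhibition of all tested compounds plus 3 SD, set per campaign, cut at about 52% in these data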;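 note: 0% = DMSO treated cells and 100% = cells given Gossypol at 36 µM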
TRAIL sens C8: viability loss with TRAIL in NB7+C8 cells, primary screen, TRAIL sensitizer project, cell-based, ATPlite luminescence. inhibition (viability loss, TRAIL sensitization), % at 10 µM. 1% of 360,000 active. AID 624354, 2012;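 active = compounds causing at least 50% loss of cell viability in the single-dose screen, relative to plate controls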
* hit, by the source's call; i = inactive; . = no result given.

SMILES	NR2F2 inh	NCOA3 inh	LMP1 NFkB inh	NR5A2 inv ag	SRC1 inh	TLR9-MyD88 block	NOD2 RIPK2 PPI	Vif inh	TROY NFkB inh	NCOA2 inhibitor	TRAIL sens C8
Cc1cc(O)ccc1NC(=O)CCN1C(=O)c2ccc([N+](=O)[O-])cc2C1=O	15	2	-4	9	13	3	-15	-1	-3	-4	-7
COc1ccc(-c2noc(CN3CCCCC3)n2)cc1OC	-10	-14	-8	8	-13	-26	5	.	-4	-30	-5
O=c1c2ccccc2oc2nc(-c3ccco3)n(Cc3ccccc3)c(=O)c12	-15	-8	-7	11	-6	-24	-4	.	-28	2	10
COc1ccc(CCNc2ccc(C(CC(N)=O)NC(=O)c3ccc(Br)cc3)cc2[N+](=O)[O-])cc1 (centres undefined)	4	-5	6	-4	-1	-9	-6	-1	25	9	14
COc1ccc(C(=O)N2CCN(c3nc4cc(C)cc(C)c4cc3C#N)CC2)cc1	5	0	25	-3	2	-7	1	0	-10	10	4
CC(Oc1cccc(Cl)c1)C(=O)N(C)CC(=O)Nc1ccc(N2CCOCC2)cc1 (centres undefined)	19	-18	7	22	-23	3	-3	-10	20	19	15
CCCCN(CCCC)C(=O)C1(P(=O)(c2ccccc2)c2ccccc2)CCC1	14	10	-3	-17	6	-1	-3	-10	-7	5	0
Cc1c(C(=O)N(Cc2cccc(Br)c2)C2CCS(=O)(=O)C2)oc2ccccc12 (centres undefined)	-7	1	-10	5	2	-1	-7	8	-11	-17	6
CCN1C(=NCc2ccccc2)N[C@@H](c2ccccc2)[C@H](C(=O)OC)[C@H]1C	-5	-4	-4	0	3	-15	-6	-3	-8	5	7
Cc1cccc(Nc2ccc(S(=O)(=O)N3CCOCC3)cc2[N+](=O)[O-])c1	9	15	1	14	-5	-11	-2	-6	-1	2	-2
COc1ccc(-c2nnc3sc(COc4ccc(C)cc4)nn23)cc1	5	-6	0	-3	-11	-3	-5	-6	-5	-32	20
CCc1cc2cc3c(cc2nc1SCC(=O)Nc1nnc(C)s1)OCCO3	9	-4	-2	5	4	5	-3	-11	6	14	-1
CC(=O)NC1=NN(C(C)=O)C(C)(c2ccccn2)S1 (centres undefined)	3	-7	-4	0	1	1	-5	11	-2	-13	-7
CCC(=O)Nc1nc(C)c(Oc2ccccc2)c(=O)[nH]1	-7	3	3	-9	15	-7	-11	15	7	5	-10
COCCCN1C(=O)C(CC(=O)NCC2CCCCC2)CC(C(=O)N2CCOCC2)=C1C (centres undefined)	2	4	1	3	-26	-8	4	-4	-11	-4	-2
COc1ccc(CCNc2cc(=O)[nH]c(N)n2)cc1	.	-13	-4	9	3	3	-15	-7	-1	.	-3
CN(C)c1ccc(-c2[nH][nH]c(=O)c2NC(=O)c2ccc3ccccc3n2)cc1	1	-19	.	28	0	.	10	3	5	-11	-14
COC(=O)c1ccccc1NC(=O)Nc1ccc(C(=O)N2CCCC2)cc1	-13	14	16	-5	-2	-4	7	-6	10	-4	-4
COc1ccc(C(=O)N(CC(=O)Nc2sc(C)c(C)c2C(N)=O)C2CCCC2)cc1	1	4	4	-12	-16	-7	-2	-3	-3	-9	0
Cc1ccc2c(c1)c(C)c(C)n2CC(O)Cn1nnc2ccccc21 (centres undefined)	-12	-68	-36	-71	-71	-2	-4	2	35	-39	-8
CCc1ccc(C(=O)NNC(=O)c2ccc3c(=O)n4c(nc3c2)CCC4)cc1	-12	11	4	5	5	0	-4	0	11	5	29
CN1CCc2c(c3c(n2C)CCN(C)C3c2ccc(F)cc2)C1c1ccc(F)cc1 (centres undefined)	10	2	9	0	9	3	-7	1	1	7	2
Cc1cc(C(=O)OCC(=O)c2c(N)n(C)c(=O)n(C)c2=O)c(C)n1-c1ccccc1	13	4	-2	6	-17	-2	8	-2	6	-8	-1
CC(=O)Nc1cccc(OCCCNC(=O)c2ccc(F)cc2)c1	-13	-6	-14	-1	-9	2	-2	3	-4	14	13
C=CCn1c(=S)[nH]c2scc(-c3cccs3)c2c1=O	-19	1	-13	-7	-5	-6	-13	-3	4	-45	-6
COc1ccc(NN=Nc2ccc([N+](=O)[O-])cc2)cc1	7	-73	-46	12	-59	-2	-4	-21	-12	-33	16
CCNc1nc(Oc2ccc(=O)n(-c3ccccc3)n2)nc(N2CCOCC2)n1	0	-31	8	8	-18	-7	-3	0	8	9	-7
Cc1ccc(CNC(=O)/C=C/c2cccs2)cc1	-23	-16	-16	-33	-34	5	1	-8	-30	-43	9
COc1ccc(NCc2nc3ccccc3n2C)cc1	-32	-93	-35	-120	-119	2	-4	-3	45	-63	35
O=C(N/N=C/c1ccc(OC(=O)c2ccco2)cc1)c1ccc[n+]([O-])c1	-6	16	0	1	0	6	-19	-2	2	-9	-22
Cc1ccc(CNC(=O)CN2C(=O)NC3(CC(C)CC(C)(C)C3)C2=O)cc1 (centres undefined)	4	4	16	-4	-1	-8	-8	-9	15	6	18
O=C(c1cc(Cl)cc(Cl)c1)N1CCOCC1	0	13	-6	5	10	2	1	11	10	0	-9
Cc1ccc(-n2nc3c(=O)n(CC(=O)NCCCc4ccccc4)nc(C)c3c2C)cc1	12	15	0	-7	-11	8	-10	-8	10	-16	21
Cc1c(Br)c([N+](=O)[O-])nn1CCCC(=O)NC(C)c1ccccc1 (centres undefined)	6	13	-10	-1	-3	-4	0	-2	9	10	-8
CC(=O)Nc1ccc2nc(NC(=O)COc3ccc([N+](=O)[O-])cc3)sc2c1	10	-2	8	-8	-20	2	1	-7	-13	-27	-5
Cc1ccc(OCc2cc(C(=O)N(C)C3CCCc4ccccc43)no2)cc1C (centres undefined)	-9	-46	-40	-23	-27	-4	2	.	-38	-49	2
Cc1cc(C)cc(C(=O)NCC(=O)NCc2ccc(S(N)(=O)=O)cc2)c1	8	14	4	8	3	-14	-14	2	20	17	-9
COC(=O)c1c(-c2ccccc2Cl)noc1/C=C/N(C)C	-1	-9	1	-7	-4	-3	5	i	28	-8	-6
NNC(=O)c1ccc(-c2ccccc2F)cc1	-10	8	2	11	23	-9	-9	1	-8	-6	12
CCC(C)n1c(=S)[nH]c2ccccc2c1=O (centres undefined)	-8	-13	-11	23	7	-1	12	-8	7	0	-15
COc1nc(Oc2ccc(/C=N/O)cc2)nc(N(C)C)n1	-10	16	-10	-10	-3	12	-8	0	-11	-8	-8
CCC(=O)N1CCN=C1SCc1ccc(Cl)cc1	-10	1	-4	6	8	-4	3	3	-7	5	-7
CCc1cccc(C)c1NC(=O)COC(=O)c1cc([N+](=O)[O-])ccc1N1CCOCC1	11	18	9	4	-8	-6	-4	-10	3	-11	13
Nc1cc2c(cc1Cl)-c1ccccc1C2=NO	-2	-38	1	-52	-45	-1	-13	-10	-17	-2	-3
CCOc1ccc(NC(=O)CS(=O)CC(=O)NC2CCCc3ccccc32)cc1 (centres undefined)	12	-2	4	-2	-5	-8	8	-4	-3	0	-16

Results in NR2F2 inh and TROY NFkB inh, for some of the entries so far:
canonical_smiles	NR2F2 inh	TROY NFkB inh
Cc1c(C(=O)N(Cc2cccc(Br)c2)C2CCS(=O)(=O)C2)oc2ccccc12 (centres undefined)	-7	-11
CCN1C(=NCc2ccccc2)N[C@@H](c2ccccc2)[C@H](C(=O)OC)[C@H]1C	-5	-8

Further structures.
SMILES	NR2F2 inh	NCOA3 inh	LMP1 NFkB inh	NR5A2 inv ag	SRC1 inh	TLR9-MyD88 block	NOD2 RIPK2 PPI	Vif inh	TROY NFkB inh	NCOA2 inhibitor	TRAIL sens C8
CCOc1ccccc1CNS(=O)(=O)c1cnc[nH]1	-1	-9	-3	14	6	-6	-1	-4	-4	10	-10
CN1CCN(c2nc(-c3ccc(Cl)c(Cl)c3)nc3ccccc23)CC1	.	10	0	-6	-3	-6	-1	-4	-11	.	21
O=C(CN1CCc2ccccc2C1)N1CCN(S(=O)(=O)c2ccccc2)CC1	0	-12	1	-3	0	-2	3	-1	3	-16	-11
O=C(CSc1ccccc1F)NCCCN1CCCC1=O	3	-5	-4	10	-10	-3	-17	-5	3	-11	-13
CCCCNc1c(-c2cccc(Sc3ccc(OC)cc3)c2)nc2ccccn12	-1	5	-4	12	-4	5	-6	-6	12	-58	23
Cc1nn(C)cc1C1C2=C(CC(C)(C)CC2=O)OC2=C1C(=O)CC(C)(C)C2	-13	13	3	2	-7	1	0	1	-1	-4	-15

Looked up one by one from the entries so far, five records:
SMILES	NR2F2 inh	NCOA3 inh	LMP1 NFkB inh	NR5A2 inv ag	SRC1 inh	TLR9-MyD88 block	NOD2 RIPK2 PPI	Vif inh	TROY NFkB inh	NCOA2 inhibitor	TRAIL sens C8
CCOc1ccccc1CNS(=O)(=O)c1cnc[nH]1	-1	-9	-3	14	6	-6	-1	-4	-4	10	-10
CCCCNc1c(-c2cccc(Sc3ccc(OC)cc3)c2)nc2ccccn12	-1	5	-4	12	-4	5	-6	-6	12	-58	23
CN1CCN(c2nc(-c3ccc(Cl)c(Cl)c3)nc3ccccc23)CC1	.	10	0	-6	-3	-6	-1	-4	-11	.	21
O=C(CSc1ccccc1F)NCCCN1CCCC1=O	3	-5	-4	10	-10	-3	-17	-5	3	-11	-13
Cc1nn(C)cc1C1C2=C(CC(C)(C)CC2=O)OC2=C1C(=O)CC(C)(C)C2	-13	13	3	2	-7	1	0	1	-1	-4	-15

This is a subset; the hit share may differ from the screen's.
